Assay outcomes as filed in PubChem.
AMA1 RON2 block: inhibitors of Plasmodium falciparum AMA1-RON2 interaction; AlphaScreen AMA1-biotinylated RON2 peptide binding; Potency, µM (doses to about 58.2 µM), without a hit: top-dose activity change, negative = inhibition, actives largely listed as inhibitors; hit rate 0.2% among 360,000; AID 720542;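 note: potency is the fitted concentration of half-maximal effect; 0% = vehicle wells and -100% = peptide control; nearly all actives have a fitted effect of over 45% in size; some results filed as inactive show a strong effect at the top dose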
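AMA1 (3D7) with his tag at 25 nM final met compounds first, then biotinylated RON2 peptide at 25 nM; detection used donor plus acceptor beads, 10 µg/mL apiece, read by AlphaScreen after 30 min at room temperature.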
HCMV antiviral: human cytomegalovirus inhibition | HFF cells, HCMV-luciferase reporter, 72 h; stronger effect = lower value | activity change, negative = inhibition, % at 57.5 µM | hit rate 4.5% among 410,000 | AID 1259415; in the data active = activity change below about -60%; inconclusive = no clear call, values can overlap the other calls; inactive = above about -39%
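Human foreskin fibroblasts infected with luciferase-reporter HCMV at MOI 1 PFU/cell, compounds at two doses. Luciferase measured 72 h post infection; normalized to buffer-only basal and Salinomycin (10uM) controls.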
AmpC inh detg: blocks E. coli AmpC beta-lactamase in detergent assay. P00811. AmpC hydrolysis of nitrocefin, absorbance 480 nm, 0.01% Triton. Potency, µM (doses to about 114 µM), without a hit: at the highest dose activity change, negative = inhibition, usual class: inhibitors. hit rate 0.041% among 370,000;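 note: potency is the fitted concentration of half-maximal effect; 0% = no-compound wells and -100% = no-enzyme wells; nearly all actives have a fitted effect of over 25% in size; some results filed as inactive show a strong effect at the top dose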
Target sequence (P00811 whole entry, looked up): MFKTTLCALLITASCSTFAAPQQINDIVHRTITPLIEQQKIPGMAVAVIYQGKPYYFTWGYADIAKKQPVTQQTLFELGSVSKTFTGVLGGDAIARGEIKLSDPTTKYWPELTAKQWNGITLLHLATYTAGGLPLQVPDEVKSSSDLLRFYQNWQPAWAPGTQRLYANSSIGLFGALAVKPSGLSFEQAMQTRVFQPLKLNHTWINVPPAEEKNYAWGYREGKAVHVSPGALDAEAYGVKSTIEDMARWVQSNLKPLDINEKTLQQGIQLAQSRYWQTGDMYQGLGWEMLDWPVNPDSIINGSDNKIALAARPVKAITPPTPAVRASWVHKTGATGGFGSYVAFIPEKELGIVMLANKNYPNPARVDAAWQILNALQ
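AmpC (5.3 nM in the dispensed reagent) in 20 mM phosphate pH 7.0 with 0.01% (detergent screen) or 0.0001% Triton X-100 was preincubated with compounds for 15 min at room temperature. Nitrocefin was then added from an 800 uM solution, and hydrolysis was followed at 480 nm.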
Sm TGR block: inhibitors of Schistosoma mansoni thioredoxin glutathione reductase; Q962Y6; purified TGR, DTNB reduction, TNB absorbance 405 nm; Potency, µM (doses to about 114 µM), inactives show top-dose activity change, negative = inhibition, usual class: inhibitors; hit rate 3% among 360,000; AID 485364; note: potency is the fitted concentration of half-maximal effect; nearly all actives have a fitted effect of over 60% in size
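First, TGR (20 nM dispensed) and NADPH were mixed with compound. Second, a 15 min room-temperature incubation followed. Third, further NADPH and then DTNB were added to start the reaction. Finally, TNB absorbance was monitored kinetically.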
AmpC no deterg: inhibitors of E. coli AmpC beta-lactamase without detergent; P00811; AmpC nitrocefin hydrolysis, absorbance 480 nm, 0.0001% Triton; AID 485341; hit rate 0.52% among 330,000; Potency, µM (top dose mostly 57.1 µM), for the others: at the top dose activity change, negative = inhibition, hits mostly inhibitors;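 note: potency is the fitted concentration of half-maximal effect; plate controls were no compound for no effect and no enzyme for full effect; nearly all actives have a fitted effect of over 20% in size; some results filed as inactive show a strong effect at the top dose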
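20 mM phosphate pH 7.0 + 0.01% (detergent screen) or 0.0001% Triton X-100; 5.3 nM AmpC reagent; cpd preinc 15 min RT; nitrocefin (800 uM stock) to start; A480 q20 s × 4 min; Activity was normalised to no-enzyme and no-compound control wells.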
FBPA Giardia inh: blocks Giardia fructose-bisphosphate aldolase activity; A8B2U2; purified Giardia FBPA; Potency, µM (series often up to 59.6 µM), for the others: top-dose activity, negative = inhibition, actives largely listed as inhibitors; hit rate 0.71% among 290,000; AID 2451; note: potency is the fitted concentration of half-maximal effect; nearly all actives have a fitted effect of over 55% in size
Target sequence (A8B2U2 whole entry, looked up): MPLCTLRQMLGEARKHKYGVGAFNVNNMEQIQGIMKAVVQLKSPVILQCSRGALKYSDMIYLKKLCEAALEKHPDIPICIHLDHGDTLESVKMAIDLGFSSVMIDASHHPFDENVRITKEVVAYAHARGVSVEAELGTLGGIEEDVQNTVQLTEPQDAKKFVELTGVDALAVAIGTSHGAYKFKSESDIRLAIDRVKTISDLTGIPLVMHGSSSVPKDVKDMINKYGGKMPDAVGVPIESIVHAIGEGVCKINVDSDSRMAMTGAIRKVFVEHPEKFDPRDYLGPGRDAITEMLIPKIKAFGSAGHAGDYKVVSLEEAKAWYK
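Giardia FBPA (40 nM reagent) was preincubated 10 min at RT with compound (up to 57.5 uM final), then substrate plus GAPDH/TPI/NAD/arsenate coupling system with diaphorase/resazurin was added; resorufin fluorescence (525/598 nm) was read after 20 min.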
The depositor's hits bear a star; ? = inconclusive; . = no result given; [ ] = remark or other dose. Unless noted, calls come from the whole dose curve; as a rule, active = well fitted curve in the direction sought with a large enough effect; inconclusive = small, poorly fitted or top-dose-only effect, or another doubt; inactive = no such curve, though single readings can be large; an effect the other way counts as inactive or inconclusive. Unless noted, % is set by controls: 0 for no effect and ±100 for the full control effect.

SMILES	AMA1 RON2 block	HCMV antiviral	AmpC inh detg	Sm TGR block	AmpC no deterg	FBPA Giardia inh
Fc1cccc(CCN2CCNC[C@@H]2c2ccccc2)c1	10%	-14	3%	-24%	-2%	.
Cc1ccc(C)c(N2N=C(C(=O)Nc3ccccc3N3CCOCC3)CCC2=O)c1	-6%	?	4%	-2%	154%[activator]	.
Cc1cc(OCc2cc(C(=O)N(C)C3CCOCC3)no2)cc(C)c1Cl	-8%	88	-6%	16%	223%[activator]	-5%
O=C(CCC1N=C2c3ccccc3N=C(SCc3ccccc3Cl)N2C1=O)NCCc1ccccc1 (centres undefined)	.	13	18%	3%	.	.
CCN(C(=O)c1cc2cc3ccc(OC)cc3nc2o1)c1cccc(C)c1	.	-20	1%	-2%	.	.
Cc1ccc(C(=O)/C=C/c2cn(CC(O)CN3CCOCC3)c3ccccc23)cc1 (centres undefined)	4%[11.6 µM]	-19	-5%	0%	220%[activator]	-4%
N#CC(=C=[N-])/C=C(\C(=O)c1ccccc1)[n+]1ccccc1	-3%	65	4%	-3%	-10%	1%
COc1ccc(S(=O)(=O)N(CC(=O)NN=C2CCN(C)CC2)c2cc(Cl)ccc2OC)cc1OC	14%	24	-12%	1%	29%	10%
Nc1ccccc1C(=O)Nc1cccc(C(=O)O)c1	1%	93	2%	-35%	-4%	3%
CCCCn1c(N)c(N(CC(C)C)C(=O)c2c(-c3ccccc3)noc2C)c(=O)[nH]c1=O	-4%	0	-8%	-2%	-8%	.
COc1ccccc1-n1c(SCC(=O)O)nc2c(sc(=S)n2-c2ccc(Cl)c(C)c2)c1=O	-4%	15	-2%	-9%	-20%	1%
Cc1nc(NC(=O)CSc2nc3cccnc3n2Cc2ccccc2)sc1C	4%	-2	?	5%	-5%	-7%
Cc1noc(C)c1COc1cccc(C(=O)OC(C)C(=O)Nc2ccc3c(c2)OCO3)c1 (centres undefined)	-6%	-12	4%	-5%	-11%	-5%
O=C(NCc1ccccc1)c1cccnc1Sc1ccccc1	0%	54	-9%	-17%	2%	0%
COc1cc2c(cc1OC)CN(C(=O)c1cc(C3CC3)nn1-c1ccccc1)CC2	-8%	-37	-21%	-12%	79%[activator]	.
C/C(=N\NC(=O)c1ccccc1F)c1ccc(C#N)cc1	-1%	-17	-7%	-3%	-13%	6%
O=C(CNC(=O)c1ccccc1Cl)c1ccccc1	8%	9	1%	2%	-6%	6%
CC(C)n1c(=O)c(C=Nc2ccc(S(N)(=O)=O)cc2)c(O)n(Cc2ccco2)c1=O	0%	-23	-9%	-26%	22µM*	-2%
CSc1nc(=NC(C)=O)ss1	-11%	3	7%	?	-16%	?
CNC(=O)CSc1nc(N)c2c3c(sc2n1)CCC3	-9%	169	-10%	-11%	-16%	-5%
O=C(c1cnn2ccccc12)N1CCN(C2CCCCC2)CC1	-4%	55	-8%	3%	-15%	2%
COc1cccc(C(=O)N=c2sc3cc(S(C)(=O)=O)ccc3n2C)c1	6%	16	-3%	14%	1%	2%
O=C(/C=C/c1ccc(Cl)cc1Cl)NCc1ccco1	-2%	23	-5%	-4%	-37%	-17%
O=C(CS(=O)(=O)c1ccccc1)Nc1cccnc1	-10%	67	10%	1%	3%	-3%
Cc1ccc(C)c(S(=O)(=O)N2CCN(C(=O)Cn3c(=O)cnc4ccccc43)CC2)c1	2%	-21	0%	-3%	51%	.
O=C(Nc1ccc(N2CCCC2)c(Cl)c1)c1ccccc1[N+](=O)[O-]	-3%	38	-9%	-6%	?	-17%
O=C(COC(=O)c1ccc(Br)o1)Nc1nc2ccccc2s1	-2%	61	1%	0%	-39%	-4%
O=C(CSc1cn(CC(=O)N2CCCC2)c2ccccc12)Nc1ccccc1C(F)(F)F	.	?	-5%	-8%	.	.
O=C(Nc1nccs1)c1ccc(Cl)c([N+](=O)[O-])c1	94%[activator]	26	-1%	-11%	-21%	9%
CSc1ccc(/C=C(\NC(=O)c2ccco2)C(=O)N2CCCCC2)cc1	-11%	22	2%	-7%	61%[activator]	.
O=C(OCC(=O)N1CCCc2ccccc21)c1cnc(Cl)c(Cl)c1	12%	-4	2%	0%	-8%	8%
CCCCOc1cccc(C(=O)Nc2ccc3oc(-c4cccnc4)nc3c2)c1	.	-33	11%	6%	.	.
CN1CCN(c2ccc(N)c(N3CCN(C)CC3)c2)CC1	-2%	72	?	-25%	30%	?
COc1ccccc1NCc1cccn1-c1nnc(N2CCOCC2)s1	.	10	-1%	-8%	.	.
Cc1cc2cc(CCNC(=O)CC(C)C)c(=O)[nH]c2cc1C	.	.	?	3%	-3%	0%
CCc1ccc(-c2ccc3nnc(SCC(=O)Nc4cccc(C(C)=O)c4)n3n2)cc1	.	-22	0%	0%	.	.
COC(=O)C1=C(N)c2c(F)cccc2C1(C#N)c1ccccc1 (centres undefined)	-1%	25	-6%	-23%	-16%	-2%
C=CCN1C(=O)/C(=C/C(=O)OC)S/C1=N\NC(=O)c1ccccc1	24%	34	7%	5%	-17%	-8%
CC(=O)c1cc(CN2C(=O)CCC2=O)cs1	6%	-39	-15%	7%	-25%	0%
CCN(CCCNC(=O)C1CCN(S(=O)(=O)N2CCC3(CC2)OCCO3)CC1)c1ccccc1	-3%	-24	2%	6%	137%[activator]	-8%
Cc1ccc(Cn2cnc3c(cnn3-c3ccc(F)cc3)c2=O)cc1	-1%	-37	-1%	7%	-27%	1%
CC1(c2ccccc2)CC(c2ccccc2)=Nc2nonc2N1 (centres undefined)	-1%	-2	-12%	5%	?	-5%
O=C(C1CCC1)N1CCC(c2nc3c(nnn3Cc3c(F)cccc3Cl)c(=O)[nH]2)CC1	5%	-32	?	0%	39%	4%
CCOC(=O)CN(C(=O)Cn1nnc2ccccc21)C(C(=O)NCCOC)c1ccccc1C (centres undefined)	0%	48	?	0%	-3%	2%
Cc1cc(C)nc(N2CCC(C(=O)Nc3ccc4c(c3)OCO4)CC2)n1	30%	1	?	1%	-3%	-8%
COc1cc(C(=O)NCCOc2ccccc2)cc(OC)c1OC	7%	135	2%	-25%	-13%	4%
Cc1cccc(C)c1NC(=O)CSc1nc(COc2ccccc2)nc2ccccc12	4%	-26	-10%	-2%	-15%	-1%
CCOc1ccccc1NC(=O)N1CCCN(c2ncccc2C#N)CC1	7%	?	-13%	6%	-3%	-6%
COc1ccc(Cl)cc1NC(=O)C/C(C)=N/NC(=O)c1ccccc1Cl	71%[activator]	86	-5%	-27%	41%	1%
COCC(=O)N1CCN(c2cccc(C(F)(F)F)c2)CC1	-1%	-31	6%	22%	3%	-6%
CCOc1ccc(NS(=O)(=O)c2ccc3[nH]cc(C(=O)NCc4ccccc4)c(=O)c3c2)cc1	.	18	4%	-1%	.	.
COc1ccc(-c2sc3ccc(-c4ccc5c(c4)OCO5)cc3c2-c2ccc(OC)nc2)cc1	-6%	-22	.	.	-12%	.
CCS(=O)(=O)N1CCN(CC(=O)NC2CCCCC2)CC1	6%	-19	-4%	-2%	-11%	-14%
Cc1cc(Cl)ccc1NC(=O)CN1C(=O)CSc2ccc(S(=O)(=O)N3CCOCC3)cc21	-10%	-14	3%	-5%	-23%	3%
CC(C)C(O)C1CCN(Cc2nc(Cc3ccccc3Cl)no2)CC1 (centres undefined)	45%[activator]	-15	4%	-7%	142%[activator]	7%
CCOC(=O)c1c(NC(C)=O)sc2c1CCC(C=O)=C2Sc1ccccc1	-23%	109	-7%	?	-17%	?
Cc1cc(NC(=O)COC(=O)c2nccnc2N)n(-c2ccccc2)n1	10%	-24	?	-1%	56%	.
CCc1nn(CCCC(=O)NCc2ccccc2C)c(=O)c2cc3occc3n12	13%	-36	3%	2%	31%	.
O=C1CCC(C(=O)N2CCCCO2)CN1Cc1cccc(C(F)(F)F)c1 (centres undefined)	28%	37	-15%	5%	55%	.
COc1cc2c(C#CCCCO)c(-c3ccc(C#N)cc3)oc(=O)c2cc1OC	-3%	?	-4%	32µM*	0%	.

Ordered by SMILES length (descending): some entries from above.
SMILES	AMA1 RON2 block	HCMV antiviral	AmpC inh detg	Sm TGR block	AmpC no deterg	FBPA Giardia inh
COc1cc2c(C#CCCCO)c(-c3ccc(C#N)cc3)oc(=O)c2cc1OC	-3%	?	-4%	32µM*	0%	.
COc1cccc(C(=O)N=c2sc3cc(S(C)(=O)=O)ccc3n2C)c1	6%	16	-3%	14%	1%	2%
CN1CCN(c2ccc(N)c(N3CCN(C)CC3)c2)CC1	-2%	72	?	-25%	30%	?

Later entries
SMILES	AMA1 RON2 block	HCMV antiviral	AmpC inh detg	Sm TGR block	AmpC no deterg	FBPA Giardia inh
O=C(CN1CCN(S(=O)(=O)c2cccc(Cl)c2)CC1)N1CCCCC1	1%	-33	0%	-2%	11%	.
COc1cc(C(=O)Oc2cccc(/C=N/NC(=O)c3cc(C)[nH]n3)c2)cc(OC)c1OC	36%[activator]	32	1%	-1%	53%	-8%
COc1ccc2nc(NC(=O)CSCc3c(C)noc3C)sc2c1	-4%	-12	?	3%	25µM*	.
CSc1cccc(NC(=S)N2CCCN(Cc3ccc(F)cc3)C2)c1	22%	0	-14%	-3%	-41%	?
Cc1cc(C(=O)CSc2nnc(-c3ccc(F)cc3)o2)c(C)n1CC1COc2ccccc2O1 (centres undefined)	-3%	-15	?	4%	-29%	-6%
CCC1CCCCN1CCCNC(=O)c1ccc(/C=C2/Sc3ccccc3NC2=O)cc1 (centres undefined)	12%	-29	-2%	0%	60%[activator]	.
CCOC(=O)c1sc(C)c2c(=O)n(CCc3ccccc3)nnc12	-5%	-16	-6%	8%	-39%	1%
O=C(c1ccc2c(c1)N(Cc1ccc(F)cc1)C(=O)c1ccccc1S2)N1CCC2(CC1)OCCO2	.	-10	-3%	-3%	.	.
O=C(COC(=O)/C=C/c1cnc2ccccc2n1)NCC(F)(F)F	1%	13	-6%	-2%	-10%	1%
CC1=C(c2ccc(C)cc2)S(=O)(=O)N(Cc2ccc(C(=O)Nc3ccc(C)c(F)c3)cc2)C1=O	.	-24	0%	1%	.	.
O=C(NCc1cccc(Cl)c1)c1cc2c(s1)-c1ccccc1SC2	.	17	-3%	1%	.	.
COc1ccc(-c2nc3n(n2)C(c2ccncc2)C(C(N)=O)=C(C)N3)cc1 (centres undefined)	6%	173	3%	4%	-8%	3%
O=C(Cn1cc(C(=O)c2ccco2)c2ccccc21)Nc1ccccc1C(F)(F)F	.	-15	8%	0%	.	.
CCCCn1c(CN2CCN(C(=O)OCC)CC2)nc2c1c(=O)[nH]c(=O)n2C	8%	23	3%	-6%	-2%	-1%
O=C(N/N=C/c1coc2ccccc2c1=O)c1cc2ccccc2o1	3%	-27	-11%	?	-29%	10%
Cc1nc(-c2ccc(S(=O)(=O)Nc3ccc(Br)cc3F)cc2)co1	0%	?	?	-6%	-33%	7%

Among those listed so far, 2 contain a COOH group:
SMILES	AMA1 RON2 block	HCMV antiviral	AmpC inh detg	Sm TGR block	AmpC no deterg	FBPA Giardia inh
Nc1ccccc1C(=O)Nc1cccc(C(=O)O)c1	1%	93	2%	-35%	-4%	3%
COc1ccccc1-n1c(SCC(=O)O)nc2c(sc(=S)n2-c2ccc(Cl)c(C)c2)c1=O	-4%	15	-2%	-9%	-20%	1%
